From PubChem BioAssay
ELG1 DNA repair = blocks ELG1-dependent DNA repair in HEK293T cells; HEK293T ELG1-luciferase reporter, luminescence, 16 h; DNA damage induced by 5-fluorouridine; Potency, µM (top dose mostly 46.1 µM), for inactives: at the top dose activity change, negative = inhibition, actives largely listed as inhibitors; hit rate 2.3% among 330,000; AID 504467; note: potency is the fitted concentration of half-maximal effect; % is set by controls: 0 for no effect and ±100 for the full control effect; nearly all actives have a fitted effect of over 55% in size
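Luminescence from the luciferase reporter, measured 30 min after ONE-Glo reagent at room temperature, was the read-out. Beforehand, 2,000 cells per well were exposed for 16 hr at 37 °C to 5-fluorouridine together with compound or vehicle.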
TCR activator = activates T cell receptor signaling. primary human leukocytes, anti-CD3, IL-2 HTRF, 48 h. Potency, µM (doses to about 9.22 µM), for inactives: at the top dose activation of IL-2 secretion, actives largely listed as activators. 330,000 tested, under 10 active. AID 504894; note: % of control where 0% means no effect
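1) Mix primary human leukocytes, a-CD3 beads and compound. 2) Incubate 48 hr. 3) Add HTRF IL-2 reagents (a-IL-2-K, a-IL-2-d2).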
CXXC DNA block = blocks binding of human MLL CXXC domain to DNA; AID 2662; hit rate 0.037% among 290,000; Q03164; Potency, µM (series often up to 115 µM), without a hit: at the top dose activity change, negative = inhibition, actives largely listed as inhibitors; MLL-CXXC / FITC-HOXA9 DNA fluorescence polarization; active = well fitted inhibition curve with a large enough effect in the polarisation, with a control signal flat, not every such curve was filed as active; inconclusive = small, poorly fitted or top-dose-only effect, or effect the other way, or a change in a side signal; inactive = no such curve, though single readings can be large or run the other way; the % refers to the polarisation; note: potency is the fitted concentration of half-maximal effect
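Fluorescence polarization: 7 uM MLL-CXXC (stock) preincubated 5 min with compounds, then 50 nM fluorescein-HOX-A9 DNA (stock) added; 30 min ambient. Buffer 50 mM Tris-HCl pH 7.5, 50 mM NaCl, 1 mM DTT, 0.05% BSA.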
B2AR arrestin = recruits beta-arrestin to the human beta2-adrenergic receptor; AID 492947; beta-arrestin recruitment to beta2AR, cell-based reporter; Potency, µM (highest dose often 46.1 µM), for the others: at the highest dose activation, usual class: activators; hit rate 0.02% among 330,000; P07550;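 note: potency is the fitted concentration of half-maximal effect; 0% = DMSO controls and full agonism = EC100 isoproterenol or metaproterenol; nearly all actives have a fitted effect of over 65% in size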
a7 integrin act = activators of alpha7 integrin expression for muscular dystrophy; alpha7betagal myoblasts, beta-gal FDG fluorescence, 48 h; Potency, µM (titrated, usually from 38.3 µM), without a hit: top-dose activation, hits mostly activators; hit rate 0.064% among 350,000; AID 624291;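 note: potency is the fitted concentration of half-maximal effect; 100% = response of the positive control SU9516; nearly all actives have a fitted effect of over 60% in size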
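alpha7betagal+/- myoblasts (passage 13, 250/well) treated 48 h at 37C with compounds at 1:260 dilution of DMSO stock. Lysed, then beta-galactosidase activity read as FDG fluorescence (ex 480/em 540) after 30 min, with pre-read for autofluorescence.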
A-T KAP1 phos = potential ataxia-telangiectasia treatments restoring KAP-1 phosphorylation | […] A-T fibroblasts, KAP-1 phosphorylation AlphaLISA; neocarzinostatin DNA damage 30 min before lysis | Potency, µM (highest dose often 57.5 µM), inactives show top-dose activation, usual class: activators | hit rate 0.19% among 320,000 | AID 485349; note: potency is the fitted concentration of half-maximal effect; % of control where 0% means no effect; nearly all actives have a fitted effect of over 45% in size
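ATM-like activity read as KAP-1 phosphorylation via AlphaLISA donor/acceptor antibody pairs after lysis and 6 hr at 25C. Cells were ATM-null patient fibroblasts ([…], hTERT), dosed 60 min, then exposed to the DSB inducer NCS for 30 min.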
p53 reactivator = restores transcriptional activity of mutant p53. H1299 p53-A138V BP100-luciferase reporter, luminescence, 24 h. Potency, µM (doses to about 92.2 µM), for the others: at the top dose activity change, positive = activation, usual class: activators. hit rate 0.063% among 320,000. AID 504706; note: potency is the fitted concentration of half-maximal effect; % of control where 0% means no effect; nearly all actives have a fitted effect of over 45% in size
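H1299 (p53-null), stable ts p53-A138V + BP100-Luc; 1000 cells/well, Opti-MEM/10% FBS; cpd 4 pt, 1:5; 24 h, 37 deg C, 5% CO2; detection reagent 10 min RT; luminescence.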
BRCA1 expr act = activators of BRCA1 expression. MCF7-BRCA1-FFLuc reporter, luminescence, 48 h; response scale: scaled: vehicle 0%, 10 µM genistein 100%. Potency, µM (titrated, usually from 46.1 µM), without a hit: at the top dose activation, most hits filed as activators. hit rate 1.1% among 380,000; note: potency is the fitted concentration of half-maximal effect; nearly all actives have a fitted effect of over 80% in size; some results filed as inactive show a strong effect at the top dose
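MCF7-BRCA1-FFLuc, 2000 cells/well; 2 h attach, 37 °C/5% CO2; compound 48 h; luciferase substrate 15 min; luminescence end-point. Norm. to genistein 10 microM max activation and DMSO; concentration-response curves fitted.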
TSG101-PTAP inh = blocks PTAP/TSG101 interaction to inhibit HIV-1 budding; Q99816; Fluorescence polarization, FITC-PTAP peptide / Tsg101 binding; Potency, µM (series often up to 115 µM), for the others: top-dose activity change, negative = inhibition, most hits filed as inhibitors; 340,000 tested, under 10 active; active = well fitted inhibition curve with a large enough effect in the main read-out, with a control signal flat, not every such curve was filed as active; inconclusive = small, poorly fitted or top-dose-only effect, or effect the other way, or a change in a side signal; inactive = no such curve, though single readings can be large or run the other way; note: potency is the fitted concentration of half-maximal effect; % of control where 0% means no effect
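Fluorescence polarization binding of Tsg101 binding domain (10 uM final) to FITC-labeled PTAP peptide (50 nM final) in HEPES pH 7.5 buffer with NaCl, Tween 20, EDTA, TCEP. Compounds added before peptide; binding 20 min at RT.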
TRPV1 ag = human TRPV1 agonism. TRPV1-expressing cells, Fluo-8 calcium influx, agonist mode. Q8NER1. activation, % at 8.33 µM. hit rate 0.19% among 320,000; in the data active = activation above about 80%; inconclusive = between about 30% and that limit; note: 0% is about no effect
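TRPV1-expressing cells were cultured overnight at 35.5C and loaded with Fluo-8 calcium dye for 40 to 90 min at room temperature. After a 10 s baseline, compound was added and calcium influx was read kinetically for 3 min (ex 480/em 520 nm).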
The depositor's hits bear a star; ? = inconclusive; . = no result given; & = joins results of further samples; [ ] = remark or other dose. Unless noted, calls come from the whole dose curve; as a rule, active = well fitted curve in the direction sought with a large enough effect; inconclusive = small, poorly fitted or top-dose-only effect, or another doubt; inactive = no such curve, though single readings can be large; an effect the other way counts as inactive or inconclusive.

Values in the order: ELG1 DNA repair, TCR activator, CXXC DNA block, B2AR arrestin, a7 integrin act, A-T KAP1 phos, p53 reactivator, BRCA1 expr act, TSG101-PTAP inh, TRPV1 ag
- COc1ccc(S(=O)(=O)N2CCCC2C(=O)NCc2ccccc2Cl)cc1 (stereo not given)
→ 0%, -5%, 4%, -0.1%, 16%, -1%[11.5 µM], 0%, 1%, -7%, 1
- N/C(Cc1ccc([N+](=O)[O-])cc1)=N\OC(=O)CC1CCCCC1
→ 2%, 5%[46.1 µM], -2%, 5.4%, -5%, 6%, 4%, -25%, 0%, 11
- CCC(=O)c1ccc(O)cc1
→ -5%, -12%, 4%, -0.6%, ., 0%, 4%, 13%, -1%, -4
- NC(=O)C1CCN(C(=O)COc2ccc(S(=O)(=O)NC3CCCC3)cc2)CC1
→ 2%, 4%, 2%, -0.4%, -24%, 9%, 2%, -7%, -3%, -1
- Cc1cc(OCc2nc(-c3ccncc3)no2)cc(C)c1Cl
→ 12%, 2%, 0%, -0.1%, 10%, 4%, -3%, -3%, -6%, 4
- Brc1ccc(-c2csc(/N=C/N3CCCC3)n2)cc1
→ ?, 2%, -1%, -0.1%, -5%, 10%, 17%, ?, -1%, 15
- C=CCOC(=O)N1CCC2CC1c1cc(-c3cccc(C)c3)ccc12 (stereo not given)
→ ., -2%, ., ., -20%, ., ., -7%, -4%, .
- Cc1nc(SCc2cccnc2)[nH]c(=O)c1C
→ ?, -3%, -4%, -0.2%, -8%, 0%, 21%, 12%, 6%, 0
- COc1cc(OC)cc(C(=O)Nc2ccc(-c3nc4ccccc4o3)c(O)c2)c1
→ 30%, 10%, -7%, -0.9%, -26%, 10%, 7%, 53%, -1%, 1
- CC(O)CNc1nc2ccccc2n1CC(=O)NCC(F)(F)F (stereo not given)
→ 10%, -8%, 3%, 0.2%, 3%, 1%, -1%, -8%, 1%, 4
- COc1cc(/C=C(\C#N)c2nc3ccc(C)cc3[nH]2)cc([N+](=O)[O-])c1O
→ ?, 8%, ?, 0.2%, ?, -4%, 7%, 7.1µM*, -9%, 0
- CC(CP(=O)(O)O)NC(=O)Cc1ccccc1 (stereo not given)
→ -5%, -1%, -4%, -0.3%, 5%, 3%, -4%, 3%, -5%, 1
- O=C(O)c1cc(-c2ccc(/C=N/N3C(=O)C4C5C=CC(CC5)C4C3=O)o2)ccc1Cl (stereo not given)
→ 14%, 1%, -12%, -0.7%, 4%, 1%, 4%, -20%, -2%, -2
- Cc1nc(SCC(=O)c2cccs2)c2oc3ccccc3c2n1
→ ?, -5%, 6%, -0.3%, -34%, 7%, 12%, 81%, -9%, 13
- C/C(=C\C(=O)c1ccc(F)cc1)Nc1ccc(N2CCOCC2)cc1
→ -1%, -2%, -2%, 0.0%, 0%, -9%, -4%, -4%, -4%, 1
- CCC1(CC)Nc2ccccc2C(=O)N1c1ccc(NC(C)=O)cc1
→ ?, 1%, 0%, -0.5%, -12%, 2%, ?, 51%, -1%, 0
- C=CCN1C(=O)c2ccc(C(=O)N(C)CC(=O)Nc3ccc(OCC)c(OCC)c3)cc2C1=O
→ 4%, -1%, ., -0.3%, 16%, 1%, 1%, 6%, -1%, 0
- CN(C)S(=O)(=O)NCCNC(=O)c1cc(OCC(F)(F)F)ccc1OCC(F)(F)F
→ 6%, 5%, -5%, -0.1%, 4%, 3%, -3%, -16%, 1%, 1
- C/C(CCC12CC3CC(CC(C3)C1)C2)=N\NC(N)=S
→ ?, 2%, -14%, ?, -1%, ., -1%, -19%, -8%, 21
- CCCCOc1ccc(NC(=O)CSCC(=O)OCC)cc1
→ -2%, -2%, -9%, -0.2%, 8%, -2%, -23%, 2%, -7%, 20
- CCc1ccc(NC(=O)C2=CC(c3ccc(OC)c(OC)c3)=NS(=O)(=O)N2C)cc1
→ 13µM*, 2%, ., 3.6%, -2%, -14%, 6%, -36%, 0%, -2
- Cc1cc(OCC(=O)NCCCN2CCOCC2)c2c(C)cc(=O)oc2c1
→ 11%, 10%, 2%, -1.1%, -20%, -2%, -7%, 16%, -5%, 0
- O=C(CN(C(=O)c1csnn1)c1ccc2c(c1)OCCO2)NCc1ccc(F)cc1
→ 15%, 3%, 5%, 0.0%, 22%, 6%, 8%, 20%, 1%, 0
- CN(CC(=O)Nc1ccc(Cl)c(C(F)(F)F)c1)C(=O)c1cn2ccccc2n1
→ 0%, 1%, ., 0.2%, -20%, 6%, 1%, 7%, -2%, ?
- N#Cc1cn(CC(=O)N2CCCc3ccccc32)c2ccccc12
→ -26%, -8%[46.1 µM], 5%, 0.4%, -10%, 6%, -3%, -4%, -7%, 0
- Cc1ccc(NCc2nnc(SCC(N)=O)n2CC2CCCO2)c(C)c1 (stereo not given)
→ ?, -3%[46.1 µM], -4%, -0.2%, 17%, 0%, 12%, 4%, -1%, 3
- COc1ccc(CC(NC(C)=O)C(=O)NC2CCN(S(=O)(=O)c3ccc(NC(C)=O)cc3)CC2)cc1OC (stereo not given)
→ -3%, 5%, 0%, 0.2%, -9%, -3%, 2%, 8%, 0%, 5
- O=C1NC(NS(=O)(=O)c2ccccc2)(C(F)(F)F)C(=O)N1c1ccc(F)cc1 (stereo not given)
→ 12%, 0%[46.1 µM], 6%, -0.5%, -27%, -3%, -20%, -1%&-1%, -1%, -1
- Cc1ccc(CN2CCN(CCCn3cnc4c(OCc5ccccc5)ncnc43)CC2)cc1
→ ., -3%, ., ., -26%, ., ., -19%, 0%, .
- CC1=CC(C)(C)NC(=O)N1c1ccc(C)cc1
→ -3%, -2%, 6%, 0.1%, 2%, 3%, 1%, 23%, -4%, -2

Seven structures already listed, ordered by SMILES length, rising.
Values in the order: ELG1 DNA repair, TCR activator, CXXC DNA block, B2AR arrestin, a7 integrin act, A-T KAP1 phos, p53 reactivator, BRCA1 expr act, TSG101-PTAP inh, TRPV1 ag
- CC(CP(=O)(O)O)NC(=O)Cc1ccccc1 (stereo not given)
→ -5%, -1%, -4%, -0.3%, 5%, 3%, -4%, 3%, -5%, 1
- CC1=CC(C)(C)NC(=O)N1c1ccc(C)cc1
→ -3%, -2%, 6%, 0.1%, 2%, 3%, 1%, 23%, -4%, -2
- CCCCOc1ccc(NC(=O)CSCC(=O)OCC)cc1
→ -2%, -2%, -9%, -0.2%, 8%, -2%, -23%, 2%, -7%, 20
- Cc1nc(SCC(=O)c2cccs2)c2oc3ccccc3c2n1
→ ?, -5%, 6%, -0.3%, -34%, 7%, 12%, 81%, -9%, 13
- C/C(CCC12CC3CC(CC(C3)C1)C2)=N\NC(N)=S
→ ?, 2%, -14%, ?, -1%, ., -1%, -19%, -8%, 21
- O=C(CN(C(=O)c1csnn1)c1ccc2c(c1)OCCO2)NCc1ccc(F)cc1
→ 15%, 3%, 5%, 0.0%, 22%, 6%, 8%, 20%, 1%, 0
- COc1ccc(CC(NC(C)=O)C(=O)NC2CCN(S(=O)(=O)c3ccc(NC(C)=O)cc3)CC2)cc1OC (stereo not given)
→ -3%, 5%, 0%, 0.2%, -9%, -3%, 2%, 8%, 0%, 5

Other entries
Values in the order: ELG1 DNA repair, TCR activator, CXXC DNA block, B2AR arrestin, a7 integrin act, A-T KAP1 phos, p53 reactivator, BRCA1 expr act, TSG101-PTAP inh, TRPV1 ag
- COCC1CCN(c2nc3nonc3nc2N2CCSCC2)C1 (stereo not given)
→ 8%, -1%, -1%, -1.5%, 0%, 1%, 0%, 0%, -1%, 2
- Cc1nc(N2CCN(c3ccccn3)CC2)c2c(C)c(C(=O)Nc3ccc(F)c(Cl)c3)sc2n1
→ 3.3µM*, 4%, -2%, 0.0%, ?, 1%, -7%, -2%, -2%, ?
- COc1ccc(C(=O)Cc2ccccc2)cc1OC
→ ?, -1%[46.1 µM], -4%, 3.0%, 5%, 2%, 17%, 30%, -4%, 2
- O=C(Cn1ncn2nc(-c3ccccc3)cc2c1=O)NCc1ccccn1
→ 21%, -4%, 7%, -0.1%, 8%, 4%, 0%, -1%, -3%, 0
- O=C(COC(=O)c1ccccc1Cl)Nc1ccc2[nH]c(=O)[nH]c2c1
→ 3%, 6%, ., -0.2%, 6%, 10%, -3%, -10%, -8%, 7
- Cc1noc(C)c1S(=O)(=O)N(CC(=O)N1CCCCCC1)c1ccc(C(C)C)cc1
→ -22%, 0%, 5%, 0.0%, -9%, -10%, 9%, -14%, 1%, .
- COc1ccc(N2CCN(CCNC(=O)c3c(C)cc(=O)oc3C)CC2)cc1
→ 2%, 1%, -13%, -0.2%, 13%, 1%, 26%, -21%, -2%, 2
- CCCCN(C(=O)c1ccc2c(c1)OCCO2)c1c(N)n(CC(C)C)c(=O)[nH]c1=O
→ 26%, -6%, ., -0.2%, -9%, -1%, 6%, -7%, -8%, 0
- COc1ccc(Cl)cc1S(=O)(=O)N1CCN(CC(=O)C(C)(C)C)CC1
→ -1%, -7%, -5%, -0.2%, -6%, 4%, 0%, -24%, -1%, 3

Outcome played no part in choosing rows; 3.8% or so of the library scored in one or more.
